Screens from PubChem.
PLK1 PBD inh: qHTS for Inhibitors of PLK1-PDB (polo-like kinase 1 - polo-box domain): Primary Screen; Potency, µM, inactives show max response, negative = inhibition, usual class: inhibitors; 360,000 tested, 2.8% active; Plk1 PBD binding of FITC phosphopeptide, fluorescence polarization; also: potency is read from the fitted curve at half-maximal effect; series mostly up to about 57 µM; % is scaled to controls: 0 for no effect and ±100 for the full control effect; nearly all actives have a fitted effect of over 65% in size
IL2 activator: qHTS of IL-2 Activators; IL-2 activation reporter assay, cell-based qHTS; stimulated with anti-CD3/CD4/CD28 beads; in transgenic mouse T cells; activation, % (series mostly up to about 46 µM); 360,000 tested, 0.065% active; AID 652025, 2013; in the data active = activation above about 50%; inconclusive = mostly about 30% to 49%; also: 0% is about no effect
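First, unstimulated transgenic mouse T cells were exposed to compound for 60 min. Next, anti-CD3/anti-CD4-coated beads with anti-CD28 were added. Finally, after 18 h at 37 degrees C, EGFP and DsRed were imaged.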
Abeta yeast res: qHTS for compounds that reverse cellular toxicity of Amyloid beta (A-beta) peptide in yeast: Primary Screen | yeast expressing A-beta42, growth rescue, OD600, 48 h; response scale: 0% DMSO, 100% iron-clioquinol control | Potency, µM (doses to about 46.1 µM), for the others: at the top dose growth rescue, hits mostly activators | 410,000 tested, 0.063% active; also: potency is read from the fitted curve at half-maximal effect; nearly all actives have a fitted effect of over 55% in size
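Yeast growth medium received pinned compounds, then yeast cells expressing toxic A-beta were added; plates incubated at 30 C for 48 hr. Growth read as absorbance at 600 nm, normalized to DMSO and equimolar FeCl3 plus clioquinol controls.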
FUS suppressor: qHTS for Suppressors of FUS Proteinopathy: Primary screen using FUS-linked yeast assay | S. cerevisiae FUS-expressing, growth rescue, OD600, 24 h | Potency, µM (titrated, usually from 76.6 µM), for inactives: at the top dose growth rescue (activation), actives largely listed as activators | 390,000 tested, 0.24% active | AID 1347120, 2019;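 also: potency is read from the fitted curve at half-maximal effect; plate controls were DMSO vehicle for no effect and reference control for full effect; nearly all actives have a fitted effect of over 55% in size; some results filed as inactive show a strong effect at the top dose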
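FUS-expressing yeast, raffinose-pregrown, induced in 2% galactose minimal medium at OD 0.005; compounds in a dilution series, 24hr at 30C. Growth restoration read as absorbance at 600 nm. CP55940 positive control, DMSO negative.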
EPAC1 antag: qHTS for Antagonist of cAMP-regulated guanine nucleotide exchange factor 3 (EPAC1): primary screen; AID 720709, 2013; EPAC1 GEF assay, Rap1b-BODIPY-GDP exchange fluorescence; Potency, µM (top dose mostly 115 µM), inactives show at the highest dose activity change, negative = inhibition, most hits filed as inhibitors; 360,000 tested, 0.14% active; Rap guanine nucleotide exchange factor 3 (Homo sapiens), O95398;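 also: potency is read from the fitted curve at half-maximal effect; plate controls were vehicle for no effect and positive control for full effect; nearly all actives have a fitted effect of over 50% in size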
EPAC1 ag: qHTS for Agonist of cAMP-regulated guanine nucleotide exchange factor 3 (EPAC1): primary screen | Potency, µM (top dose mostly 154 µM), for inactives: top-dose activation, usual class: activators | EPAC1 agonist qHTS, biochemical assay; response scale: 100% = response to 6.5 mM cAMP | AID 720707, 2013 | 360,000 tested, 0.073% active; also: potency is read from the fitted curve at half-maximal effect; nearly all actives have a fitted effect of over 60% in size
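Normalized to 6.5 mM cAMP, activity reflects EPAC1-catalysed release of BODIPY-GDP from Rap1B, followed kinetically over 30 min at 480 nm excitation, 540 nm emission. Reaction contained 100 nM EPAC1, 250 nM Rap1B-BODIPY-GDP, 50 uM GDP.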
PI5P4Ka inh: qHTS for Inhibitors of phosphatidylinositol 5-phosphate 4-kinase (PI5P4K); Phosphatidylinositol 5-phosphate 4-kinase type-2 alpha (Homo sapiens), P48426; PI5P4Kalpha enzyme, ADP-Glo luminescence, 60 min; stronger effect = lower value; max response, %; 330,000 tested, 1.2% active; AID 652105, 2013; active = max response of -50% or lower; inconclusive = between -30% and -50%; inactive = -30% or higher; also: value at the top dose of about 77 µM; % is scaled to controls: 0 for no effect and ±100 for the full control effect
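qHTS, 1536-well: enzyme/substrate mix, compound by pin tool, 5 microM ATP final; RT 60 min; ADP-Glo reagents 1 (45 min) then 2 (30 min); luminescence.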
WRN inhibitor: qHTS for Inhibitors of WRN Helicase; WRN helicase unwinding, fluorescent forked duplex, kinetic; Potency, µM (series often up to 114 µM), for inactives: at the highest dose activity change, negative = inhibition, usual class: inhibitors; 360,000 tested, 0.46% active; AID 651768, 2012; also: potency is read from the fitted curve at half-maximal effect; % is scaled to controls: 0 for no effect and ±100 for the full control effect; nearly all actives have a fitted effect of over 55% in size
Target sequence (Q14191 whole entry, looked up): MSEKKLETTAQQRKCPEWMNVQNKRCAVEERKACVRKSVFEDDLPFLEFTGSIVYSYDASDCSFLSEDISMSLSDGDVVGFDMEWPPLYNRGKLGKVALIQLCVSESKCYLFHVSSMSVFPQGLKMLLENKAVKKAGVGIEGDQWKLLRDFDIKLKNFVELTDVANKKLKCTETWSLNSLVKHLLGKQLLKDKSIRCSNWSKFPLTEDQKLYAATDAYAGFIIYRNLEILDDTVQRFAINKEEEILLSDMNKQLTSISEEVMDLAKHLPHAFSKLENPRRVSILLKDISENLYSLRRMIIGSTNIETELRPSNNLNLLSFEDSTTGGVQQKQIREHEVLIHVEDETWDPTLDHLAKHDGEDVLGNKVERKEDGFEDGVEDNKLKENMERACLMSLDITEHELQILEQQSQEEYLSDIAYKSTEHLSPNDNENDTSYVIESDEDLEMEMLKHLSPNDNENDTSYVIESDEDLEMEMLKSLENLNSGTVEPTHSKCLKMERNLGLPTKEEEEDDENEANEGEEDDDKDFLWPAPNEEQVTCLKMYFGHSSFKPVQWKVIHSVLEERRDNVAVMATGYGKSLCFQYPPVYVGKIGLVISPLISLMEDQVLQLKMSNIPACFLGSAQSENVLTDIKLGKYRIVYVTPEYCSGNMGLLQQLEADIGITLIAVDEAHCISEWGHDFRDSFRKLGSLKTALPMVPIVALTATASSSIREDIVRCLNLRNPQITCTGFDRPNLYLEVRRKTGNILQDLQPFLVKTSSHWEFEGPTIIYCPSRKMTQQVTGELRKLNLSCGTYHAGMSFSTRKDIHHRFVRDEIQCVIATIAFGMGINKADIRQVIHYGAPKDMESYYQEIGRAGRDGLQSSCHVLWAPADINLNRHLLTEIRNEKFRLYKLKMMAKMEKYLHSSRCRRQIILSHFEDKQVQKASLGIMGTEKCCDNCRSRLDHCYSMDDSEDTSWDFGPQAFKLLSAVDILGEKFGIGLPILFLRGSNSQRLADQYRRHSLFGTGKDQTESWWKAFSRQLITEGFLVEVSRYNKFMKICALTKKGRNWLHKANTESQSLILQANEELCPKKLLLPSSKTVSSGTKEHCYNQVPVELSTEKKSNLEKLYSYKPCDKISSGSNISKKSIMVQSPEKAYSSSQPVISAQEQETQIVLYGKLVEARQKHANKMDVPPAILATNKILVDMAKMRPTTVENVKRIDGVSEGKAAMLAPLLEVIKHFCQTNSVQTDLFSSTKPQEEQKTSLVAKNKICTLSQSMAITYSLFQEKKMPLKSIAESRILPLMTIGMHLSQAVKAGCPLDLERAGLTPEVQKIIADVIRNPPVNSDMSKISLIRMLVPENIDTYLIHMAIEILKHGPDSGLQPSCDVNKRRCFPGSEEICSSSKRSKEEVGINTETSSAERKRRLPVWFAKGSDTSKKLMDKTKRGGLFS
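Screening of the MLSMR collection measured strand separation of a quenched forked DNA duplex (100 nM) by 20 nM WRN with 2 mM ATP, all final. Compounds were preincubated with enzyme 15 min at room temperature.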
Starred values were filed as active, the others as inactive; ? = inconclusive; nt = not tested or not shown; [ ] = dose if it differs, or a comment. Unless noted, calls follow the shape of the dose curve; as a rule, active = well fitted curve in the direction sought with a large enough effect; inconclusive = small, poorly fitted or top-dose-only effect, or another doubt; inactive = no such curve, though single readings can be large; an effect the other way counts as inactive or inconclusive.

SMILES | PLK1 PBD inh | IL2 activator | Abeta yeast res | FUS suppressor | EPAC1 antag | EPAC1 ag | PI5P4Ka inh | WRN inhibitor
CCc1nc2c(OCc3ccc(C(F)(F)F)cc3)cccn2c1N(C)C(=O)c1ccncc1 | 1% | 0.8 | 2% | 17% | -13% | -9% | -1 | -3%[57.1 µM]
O=[N+]([O-])c1cccc(-c2nc(-c3ccccc3)no2)c1 | 19µM* | -4.0 | -10% | -8% | -6% | 4% | -18 | 0%
C=CCOc1c(Br)cc(/C=C2/C(=O)ON=C2C)cc1OC | 4.7µM* | -0.6 | ? | 23% | -19% | -1% | -5 | -16%[11.6 µM]
CC(C)N(C1=N/C(=C\c2ccco2)C(=O)N1c1ccccc1)C(C)C | -7% | -0.7 | -1% | 18% | -26% | 5% | 0 | -10%
COc1cc(OC)c(NS(=O)(=O)c2c(C)[nH]c(=O)[nH]c2=O)cc1Cl | -5% | -2.3 | -17% | -10% | 6% | 16% | 4 | -5%
CCc1cccc(C)c1NC(=S)NCC(c1cccnc1)N(C)C (stereo unspecified) | -11% | 0.5 | -2% | 31% | -4% | 12% | 0 | -31%[57.1 µM]
CC(C)OCCCn1c(SC(C)C(=O)NCC2CCCO2)nc2cc(Cl)ccc2c1=O (stereo unspecified) | -1% | 1.7 | 11% | 16% | -15% | -5% | -2 | -2%
NC(Cc1ccc(F)cc1)c1csc(Nc2cc(NCc3ccco3)ncn2)n1 (stereo unspecified) | 0% | -0.8 | 4% | ? | -8% | 4% | ? | -4%
COCCn1c(SCC(=O)NCc2ccc(OC)c(OC)c2)nc2ccccc21 | -10% | 2.3 | -5% | -15% | 11% | -13% | 9 | -4%
CCCNC(=O)C1(C)CCCN(C(=O)c2cc(C)nn2C(C)(C)C)C1 (stereo unspecified) | -9% | 2.0 | -15% | -10% | 2% | -10% | -71* | 0%
O=C(NC(=S)N1CCN(c2nc(-c3ccccc3)cs2)CC1)c1cccnc1 | ? | -0.2 | ? | nt | -27% | 6% | 7 | -7%
COc1ccc(NC(=O)C(c2ccc(OC)cc2)N(Cc2ccco2)C(=O)CC2NC(=O)NC2=O)cc1 (stereo unspecified) | -5% | 1.3 | 2% | 9% | 13% | 0% | 0 | -1%
COc1ccc(N2N=NN(C(C)C)C2=C(Cl)c2nnnn2-c2ccc(OC)cc2)cc1 | ? | -7.7 | -18% | nt | 2% | -12% | -6 | 1%
COC(=O)c1ccc2c(=O)[nH]c(COC(=O)c3cccc(S(=O)(=O)N4CCOCC4)c3)nc2c1 | -9% | -0.3 | 1% | 6% | -3% | -6% | -5 | -9%
O=C(NNC1CC(=O)N(c2ccc(Cl)cc2)C1=O)c1ccccc1Cl (stereo unspecified) | -6% | -0.7 | 5% | 44% | -19% | -3% | 0 | 8%
CCNc1nc(OC)nc(SCC(=O)Nc2ccccc2)n1 | -3% | 0.6 | 15% | -5% | -9% | -12% | -1 | -10%
CCO[C@@H]1OC(C(=O)N2CCN(Cc3ccccc3)CC2)=C[C@H](C2CC2)[C@H]1CCCO | -5% | 0.3 | -6% | -9% | 10% | -20% | 1 | 6%
Cc1ccc(S(=O)(=O)NC(C(=O)Oc2ccc3c(C)c(Cl)c(=O)oc3c2)c2ccccc2)cc1 (stereo unspecified) | ? | -4.2 | -13% | nt | -3% | 3% | -19 | -12%
CCc1cccc(NC2c3ccccc3C(=O)N2c2cccnc2)c1 (stereo unspecified) | -15% | -2.9 | -15% | -8% | -9% | 0% | -1 | 5%
Nc1ccc(S(=O)(=O)c2ccc(Cl)cc2)cc1 | -7% | -1.8 | 5% | 1% | -2% | -2% | nt | 3%[57.1 µM]

Reformatted field by field: three of the compounds above.
COc1ccc(NC(=O)C(c2ccc(OC)cc2)N(Cc2ccco2)C(=O)CC2NC(=O)NC2=O)cc1 (stereo unspecified)
- PLK1 PBD inh: -5%
- IL2 activator: 1.3
- Abeta yeast res: 2%
- FUS suppressor: 9%
- EPAC1 antag: 13%
- EPAC1 ag: 0%
- PI5P4Ka inh: 0
- WRN inhibitor: -1%

COc1ccc(N2N=NN(C(C)C)C2=C(Cl)c2nnnn2-c2ccc(OC)cc2)cc1
- PLK1 PBD inh: ?
- IL2 activator: -7.7
- Abeta yeast res: -18%
- FUS suppressor: nt
- EPAC1 antag: 2%
- EPAC1 ag: -12%
- PI5P4Ka inh: -6
- WRN inhibitor: 1%

COC(=O)c1ccc2c(=O)[nH]c(COC(=O)c3cccc(S(=O)(=O)N4CCOCC4)c3)nc2c1
- PLK1 PBD inh: -9%
- IL2 activator: -0.3
- Abeta yeast res: 1%
- FUS suppressor: 6%
- EPAC1 antag: -3%
- EPAC1 ag: -6%
- PI5P4Ka inh: -5
- WRN inhibitor: -9%

(listing goes on)
SMILES | PLK1 PBD inh | IL2 activator | Abeta yeast res | FUS suppressor | EPAC1 antag | EPAC1 ag | PI5P4Ka inh | WRN inhibitor
O=C(CCCc1ccccc1)Nc1ccc2c(c1)OCCO2 | -11% | 2.0 | 6% | 16% | -10% | 10% | 1 | -23%
CCOC(=O)c1csc(NC(=O)c2cc(=O)c3ccccc3o2)n1 | -7% | 0.3 | -5% | -20% | -5% | 1% | -5 | -2%
CC(Nc1n[nH]c(=O)[nH]c1=O)C(=O)N/N=C/c1cccs1 (stereo unspecified) | -3% | 1.9 | -12% | 3% | -13% | -13% | 2 | 0%
Cc1cc(C)c(S(=O)(=O)N2CCC(C(=O)NCc3ccncc3)CC2)c(C)c1 | -12% | -3.1 | 7% | nt | 0% | 2% | -1 | -22%
COc1ccc(-n2c(O)c(C=Nc3ccccc3)c3ccccc3c2=O)cc1 | -2% | -0.5 | -7% | 18% | 0% | -1% | 0 | -16%
CN(C)c1ccc(-n2cccc2/C=C2/SC(=Nc3ccc(F)cc3)NC2=O)cc1 | 2% | -0.9 | 6% | -11% | 13% | 6% | nt | 2%
Nc1c(N(CCC2=CCCCC2)C(=O)CCCOc2ccccc2)c(=O)[nH]c(=O)n1Cc1ccccc1 | -3% | -0.9 | -17% | 13% | 3% | -23% | 9 | 1%
O=C(C(=O)N1CCN(Cc2ccccc2)CC1)c1c[nH]c2ccccc12 | -3% | -1.4 | -2% | -18% | -14% | -10% | 5 | -4%
O=C(N/N=C/c1cc([N+](=O)[O-])ccc1O)Nc1ccccc1 | -11% | 0.0 | -8% | 8% | ? | 1% | -25 | -10%
Cc1ccccc1CN1CCC(Oc2ccc(C(=O)NCc3ccccn3)cc2)CC1 | -11% | -3.9 | 8% | 3% | -7% | 4% | -4 | -6%
NC(=O)c1c(N)[nH]c(C(=O)c2ccccc2)c1-c1ccncc1 | -17% | -0.8 | -12% | -14% | -1% | -1% | 1 | -6%
CCC(c1nc2ccccc2c(=O)n1CCN1CCOCC1)N1C(=O)c2ccccc2C1=O (stereo unspecified) | -11% | -0.7 | 3% | 20% | 14% | 8% | nt | 9%
CC(=O)NC1=NC(=O)/C(=C/c2cc(C)n(-c3cccc(C(=O)O)c3)c2C)S1 | -4% | 0.4 | -3% | ? | -11% | 3% | ? | 45µM*
O=C(Nc1ccccc1Br)C1CCCN1S(=O)(=O)c1cccc2nsnc12 (stereo unspecified) | -5% | -0.7 | -10% | 14% | 3% | 0% | 1 | -3%[57.1 µM]
CC(=O)Nc1ccc(S(=O)(=O)NCC2CCC(C(=O)N3CCCCCC3)CC2)cc1 (stereo unspecified) | -4% | -0.1 | -10% | 23% | -10% | 0% | 1 | -4%
N#Cc1cccnc1N1CCN(C(=O)COCC(=O)O)CC1 | 8% | 0.5 | 6% | 0% | 1% | -8% | 1 | -3%
COc1ccccc1NC(=O)Cc1nnc(SCC(=O)NC2CCCC2)n1C | -5% | -2.0 | 15% | -8% | 7% | 8% | 1 | 2%
CC[C@@]1(C(=O)OC)N[C@H](CN(C)C(=O)c2ccc(F)cc2)[C@@H]2C(=O)N(C)C(=O)[C@@H]21 | -3% | -0.3 | -13% | -20% | 13% | -11% | 5 | -4%
COC(=O)c1ccccc1NCc1cc(=O)oc2cc(O)c(O)cc12 | -3% | -0.4 | 3% | 6% | 2% | 0% | -6 | -15%[11.6 µM]
COc1ccc(N2CCN(C(=O)CSc3nc4c(c(=O)n(C)c(=O)n4C)n3C(C)C)CC2)cc1 | -6% | -0.8 | 1% | 9% | 6% | 5% | nt | -1%
CCOC(=O)C1=C(COC(=O)c2cccc(NC(C)=O)c2)NC(=O)NC1C (stereo unspecified) | -12% | -0.4 | -13% | 15% | -8% | 7% | -7 | 6%
COc1ccccc1N1CCN(S(=O)(=O)c2ccccc2F)CC1 | -10% | -0.1 | -6% | ? | -19% | 27% | nt | -6%
O=C(CC(=O)Nc1ccccc1C(F)(F)F)Nc1ccccc1C(F)(F)F | 2% | 1.1 | 3% | -36% | -11% | -10% | 6 | -3%
CCSc1nnc(NC(=O)C2CCN(S(=O)(=O)c3cc(C(F)(F)F)ccc3Cl)CC2)s1 | 3% | -0.1 | 8% | -10% | 7% | 2% | 1 | -31%[57.1 µM]
O=C(CCCSc1nc2ccccc2[nH]1)NC1=NCCS1 | -2% | 0.7 | 6% | 3% | -1% | 2% | -2 | -6%
CCCCCCCCCCCCOC1OC(CO)C(O)C(O)C1NC(C)=O (stereo unspecified) | -4% | -4.2 | -7% | nt | 7% | -12% | 4 | -10%
N#Cc1ccccc1COC(=O)c1ccc(Br)o1 | -15% | 0.0 | -2% | 6% | -5% | 4% | 0 | 2%
COC(=O)C1C(c2ccccc2)C=CC(c2ccccc2)C1C(=O)O (stereo unspecified) | -16% | 0.1 | 12% | 0% | -5% | -3% | -2 | -2%
CCc1c(C(=O)NN2C(=O)C3CCCCC3C2=O)csc1C (stereo unspecified) | -5% | 1.3 | 42% | -10% | 5% | -2% | -7 | -9%
CCOC(=O)c1c(S(=O)(=O)NCC2CCN(Cc3cccc(F)c3)CC2)c(C)n(C)c1C | -3% | -4.3 | 5% | 5% | 16% | 2% | -9 | -1%
CCC(c1nnc(SCC(=O)Nc2ccc(C(C)=O)cc2)n1C1CCCCC1)N(C)C (stereo unspecified) | -7% | 3.2 | 6% | 4% | 11% | -8% | -7 | 2%
